Source: PubChem BioAssay (several laboratories)
HSP90 refold inh – HSP90 inhibitors, primary screen, cell lysate, luminescence. inhibition, % at 5.6 µM. Rabbit reticulocyte lysate, luciferase refolding luminescence, 3 h. 290,000 tested, 0.91% active. Heat shock protein HSP 90 (rabbit reticulocyte lysate; luciferase refolding);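 active = inhibition above the screen-wide mean plus 3 SD, computed separately per campaign, cut at about 16% in these data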;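 also: 0% = DMSO wells and 100% = 60 µM geldanamycin wells; inhibitors lower the luminescence because luciferase stays unfolded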
Dyrk1A ADPGlo – rat Dyrk1A kinase inhibitors, primary screen, biochemical, single point, plate reader; 310,000 tested, 0.43% active; ADP-Glo luminescence, NFATc1 peptide; inhibition, % at 12.5 µM; AID 504441, 2011; in the data active = inhibition above about 50%;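 also: plate controls were vehicle with enzyme for no effect and no enzyme for full effect; many of its hits are not listed in these tables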
aSyn UTR inh – MLPCN primary screen, SNCA 5' untranslated region | alpha-synuclein 5'UTR reporter, inhibitor activity | inhibition, % (tested at 7.5 µM) | 300,000 tested, 0.82% active; in the data active = inhibition above about 60%;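 also: H4 neuroglioblastoma cells stably carrying SNCA 5'UTR luciferase fusion; 0% = DMSO wells and 100% = positive control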
HSF1 inh – HSF1 inhibitors in luciferase reporter cells, primary screen, cell-based, NIH3T3, luminescence; 300,000 tested, 0.77% active; activity change, negative = inhibition, % at 7.5 µM (by protocol); NIH3T3-HGL HSE-luciferase, MG132-induced, luminescence 8 h; hits give low values;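 active = more than half of replicate wells show activity change below -50%, luminescence cut by over half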;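 also: luciferase reports HSF-1 transcriptional activity via heat shock element; 0% = median of DMSO wells and -100% = zero luminescence signal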
GSK3beta inhib – human GSK3beta kinase inhibitors, primary screen, biochemical, cell-free homogeneous, HTS; 300,000 tested, 0.038% active; activity score (negative = inhibition), % at 10 µM; GST-GSK3beta kinase, ADP-Glo luminescence, 60 min; hits give low values; AID 2097, 2009;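 active = more than half of replicate wells score below -50%, meaning over 50% inhibition versus plate controls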;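 also: 0% = median DMSO wells and -100% = median GW8510 positive control wells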
Target sequence (P49841 whole entry, looked up): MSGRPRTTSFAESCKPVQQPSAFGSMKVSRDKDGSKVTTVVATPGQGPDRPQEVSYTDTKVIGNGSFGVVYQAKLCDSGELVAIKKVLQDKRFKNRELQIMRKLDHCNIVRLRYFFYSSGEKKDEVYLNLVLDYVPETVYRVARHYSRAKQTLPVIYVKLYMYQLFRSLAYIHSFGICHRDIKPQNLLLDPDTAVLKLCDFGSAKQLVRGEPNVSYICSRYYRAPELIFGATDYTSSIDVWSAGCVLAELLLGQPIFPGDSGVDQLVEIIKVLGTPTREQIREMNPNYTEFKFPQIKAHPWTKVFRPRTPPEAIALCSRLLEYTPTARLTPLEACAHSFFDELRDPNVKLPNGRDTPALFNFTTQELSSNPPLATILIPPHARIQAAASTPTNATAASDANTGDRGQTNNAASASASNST
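Assay system: GST-tagged human GSK3beta kinase, cell-free; Input: 1.6 ng GSK3beta; Medium: Tris/MgCl2 kinase buffer; Timing: 60 min enzyme reaction, room temperature; Signal: ADP-Glo luminescence quantifying ADP generated by kinase; Evaluation: score relative to plate controls; Benchmarks: DMSO neutral wells and GW8510 at 20 µM as positive.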
KLF5 inh – KLF5 expression inhibitors, primary screen, DLD-1 cells, luminescence; 290,000 tested, 0.23% active; DLD-1 KLF5 promoter-luciferase reporter; inhibition, % at 5 µM;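 active = inhibition above a per-plate limit of that plate's mean compound inhibition plus 3 SD, cut at about 60% in these data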;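 also: 0% = DMSO wells and 100% = LY294002 at 200 µM; higher means less KLF5 promoter-driven luciferase light; inactives centre near -14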
IEC-6 tox – cytotoxicity in IEC-6 intestinal epithelial cells, primary screen, cytotoxicity control for KLF5 inhibitor project, cell-based, luminescence. IEC-6 cytotoxicity, luminescence viability. inhibition, % at 5 µM. 290,000 tested, 0.78% active; in the data active = inhibition above about 22%;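 also: 0% = plate median of test compound wells and 100% = cytotoxic reference compound wells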
HSF-1 act – HSF-1 activators, primary screen, NIH3T3-HGL cells, MG132 stress, luminescence, single point; NIH3T3-HGL HSF-1 luciferase reporter, 8 h; 100% = twice DMSO control signal; activation, % at 9 µM; 300,000 tested, 1.7% active; AID 504408, 2011;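 active = mean replicate activation of at least 50% with a set share of replicates each reaching 50%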;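 also: 0% = median of the neutral control wells and 100% = twice that signal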
GSK3 alpha inh – blockers of GSK3A enzyme activity – biochemical, luminescence, cell-free homogeneous, HTS, primary screen; Glycogen synthase kinase-3 alpha (Homo sapiens), P49840; GSK-3 alpha kinase, ADP-Glo luminescence, 60 min; inhibition, % at 10 µM; 320,000 tested, 0.1% active; AID 2650, 2010;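 in the data active = inhibition above about 50%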;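 also: GST-tagged GSK-3 alpha with peptide substrate and 25 µM ATP; 0% = DMSO neutral wells and 100% = GW8510 positive control wells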
Target sequence (P49840 whole entry, looked up): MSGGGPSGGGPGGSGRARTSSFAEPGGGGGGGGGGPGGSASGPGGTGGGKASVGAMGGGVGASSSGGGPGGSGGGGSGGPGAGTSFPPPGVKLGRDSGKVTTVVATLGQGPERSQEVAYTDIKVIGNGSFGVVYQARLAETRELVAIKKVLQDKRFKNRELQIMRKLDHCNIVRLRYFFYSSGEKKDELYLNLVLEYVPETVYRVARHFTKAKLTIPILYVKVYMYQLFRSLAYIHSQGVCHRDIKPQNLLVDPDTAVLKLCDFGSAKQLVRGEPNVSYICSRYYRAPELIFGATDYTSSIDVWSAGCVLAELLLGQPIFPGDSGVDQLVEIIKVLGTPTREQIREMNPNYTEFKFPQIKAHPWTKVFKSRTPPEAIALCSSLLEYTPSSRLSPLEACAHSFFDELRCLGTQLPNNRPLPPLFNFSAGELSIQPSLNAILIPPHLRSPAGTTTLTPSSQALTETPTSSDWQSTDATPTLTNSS
Platelet DG rel – inhibitors of platelet dense granule secretion, primary screen, cell-based, MLPCN, human platelets; human platelet-rich plasma, SFLLRN dense granule ATP release, luminescence; inhibition, %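 (compounds screened at 7.5 µM in platelet-rich plasma)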; 300,000 tested, 0.22% active;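 active = mean replicate score, as percent of positive control, at or above 50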
Numbers without * were called inactive; . = no result given. An excerpt. The share of hits here may be higher or lower than overall.

1) O=C(NCc1ccco1)C(c1ccccc1F)N(CC1CCCO1)C(=O)Cn1nnc2ccccc21 (centres undefined)
2) CCOC(=O)NNC(=O)c1ccc(Cl)cc1
3) COc1ccc(-c2nc(N)sc2C2(O)C(=O)Nc3c(Br)cc(F)cc32)cc1OC (centres undefined)
4) COc1ccccc1C(=O)NCCCNC(=O)c1ccccn1
5) COC(=O)c1c(N)sc(Cc2ccccc2)c1C
6) COc1ccc(OC)c(NC(=O)Cc2c(C(=O)O)n(C)c3ccccc23)c1
Assay by compound	1	2	3	4	5	6
HSP90 refold inh	4	-1	1	3	-1	0
Dyrk1A ADPGlo	4	10	-5	5	0	1
aSyn UTR inh	0	-18	-2	11	16	-4
HSF1 inh	6	-9	-1	31	7	-6
GSK3beta inhib	-5	4	1	4	-1	4
KLF5 inh	21	-17	4	-36	16	-10
IEC-6 tox	-4	4	-1	-1	10	1
HSF-1 act	2	-7	14	79*	-5	-4
GSK3 alpha inh	-3	-7	0	1	-3	-4
Platelet DG rel	8	-6	8	5	-6	-1

7) Cc1nnc(C)c2c(C)n(-c3ccc(Br)cc3)c(C)c12
8) CCOC(=O)N1CCC(N2C(=O)c3ccccc3C2Nc2cc(C(=O)OC)cc(C(=O)OC)c2)CC1 (centres undefined)
9) O=C(NCCc1ccccc1)c1c(O)c2ccccc2[nH]c1=O
10) O=C(Cn1nnc(-c2ccccc2)n1)NNC(=O)c1ccccc1
11) Cc1noc(C)c1C(=O)Nc1ccc(-n2ccc(C(F)(F)F)n2)cc1
12) COC(=O)c1ccccc1NC(=O)C(C)Oc1ccccc1 (centres undefined)
Assay by compound	7	8	9	10	11	12
HSP90 refold inh	-1	1	-2	-3	3	3
Dyrk1A ADPGlo	.	1	11	.	-2	5
aSyn UTR inh	-5	-12	-119	5	-20	.
HSF1 inh	-2	-78*	2	-5	-6	.
GSK3beta inhib	3	-3	0	4	2	.
KLF5 inh	-3	-27	-68	-32	-36	0
IEC-6 tox	-7	-5	-5	6	5	5
HSF-1 act	-8	-82	-12	4	5	.
GSK3 alpha inh	.	-2	-1	-3	0	1
Platelet DG rel	4	10	-11	-3	0	.

An excerpt from above in order of molecular weight, rising.
4) COc1ccccc1C(=O)NCCCNC(=O)c1ccccn1
3) COc1ccc(-c2nc(N)sc2C2(O)C(=O)Nc3c(Br)cc(F)cc32)cc1OC (centres undefined)
8) CCOC(=O)N1CCC(N2C(=O)c3ccccc3C2Nc2cc(C(=O)OC)cc(C(=O)OC)c2)CC1 (centres undefined)
Assay by compound	4	3	8
HSP90 refold inh	3	1	1
Dyrk1A ADPGlo	5	-5	1
aSyn UTR inh	11	-2	-12
HSF1 inh	31	-1	-78*
GSK3beta inhib	4	1	-3
KLF5 inh	-36	4	-27
IEC-6 tox	-1	-1	-5
HSF-1 act	79*	14	-82
GSK3 alpha inh	1	0	-2
Platelet DG rel	5	8	10

(listing goes on)
13) CC(Oc1cc2oc(=O)c3c(c2cc1Cl)CCC3)C(=O)NC1CC(C)(C)NC(C)(C)C1 (centres undefined)
14) CCCn1nnnc1SCC(=O)Nc1sc(C)c(C)c1C#N
15) CCOC(=O)c1cc(-c2ccc([N+](=O)[O-])cc2)nc2c1c(=O)[nH]c(=O)n2Cc1ccccc1
16) Cc1ccc(C(=O)N2CCc3ccccc32)cc1[N+](=O)[O-]
17) c1ccc(-c2csc3ncnc(NCCN4CCOCC4)c23)cc1
18) O=C(O)c1cccc2c3c([nH]c12)CCCC3
Assay by compound	13	14	15	16	17	18
HSP90 refold inh	-3	4	0	1	4	-4
Dyrk1A ADPGlo	-5	.	-7	-2	11	-4
aSyn UTR inh	3	-7	-3	5	23	0
HSF1 inh	1	2	-7	5	-2	-1
GSK3beta inhib	0	-3	2	.	0	-20
KLF5 inh	-32	-17	-7	-36	-2	-38
IEC-6 tox	7	9	-3	1	-3	-11
HSF-1 act	1	5	0	15	5	-5
GSK3 alpha inh	0	.	-1	-1	13	-6
Platelet DG rel	-5	1	10	23	5	0

19) CCOC(=O)N1CCN(CCC(=O)c2ccc(OC)cc2)CC1
20) CCc1ccc(CN2CCC(CO)(CC3CCCCO3)CC2)o1 (centres undefined)
21) COCCn1c(COc2cccc(OC)c2)nnc1SCC(=O)N1CCOCC1
22) Cn1c(=O)c2c(nc(N/N=C/c3cccs3)n2Cc2ccccc2)n(C)c1=O
23) COc1ccc(OC)c(NC(=O)CN2C(=O)CSc3ccc(S(=O)(=O)N4CCCC4)cc32)c1
24) COc1ccc(/C=N/NC(=O)c2ccc(Cl)cc2Cl)cc1COC(C)=O
Assay by compound	19	20	21	22	23	24
HSP90 refold inh	0	-1	-4	-1	0	2
Dyrk1A ADPGlo	1	8	3	3	.	4
aSyn UTR inh	9	8	0	-3	58	-17
HSF1 inh	4	-3	2	6	10	-13
GSK3beta inhib	-2	-2	0	0	4	3
KLF5 inh	-1	-50	-25	-25	13	-4
IEC-6 tox	2	-6	-4	-2	6	10
HSF-1 act	12	2	17	38	-6	-12
GSK3 alpha inh	-1	-1	-1	-2	-1	0
Platelet DG rel	2	2	-7	7	5	14

25) O=C(Nc1cccc(O)c1)c1cccc(C(=O)Nc2cccc(O)c2)c1
26) CCCn1c(CCNc2nc(-c3ccc(Cl)c([N+](=O)[O-])c3)cs2)nc2cc(Cl)c(Cl)cc21
27) Cc1ccccc1Cn1c2ccccc2c2cnn(CC(=O)NCCCN3CCOCC3)c(=O)c21
28) O=C1C(=O)N2C(=C1C(=O)N1CCCCCC1)c1ccccc1CC21CCCC1
29) O=C(Nc1cc(=O)[nH]c2ncnn12)c1ccco1
30) Cc1cc(C(C)(C)C)oc1C(=O)NCCCNC(=O)c1oc(C(C)(C)C)cc1C
Assay by compound	25	26	27	28	29	30
HSP90 refold inh	-3	-4	0	5	1	3
Dyrk1A ADPGlo	.	1	.	-2	0	5
aSyn UTR inh	9	-8	3	-3	1	31
HSF1 inh	4	-1	-2	5	11	11
GSK3beta inhib	-2	1	0	1	-4	4
KLF5 inh	-30	9	-18	-29	11	-16
IEC-6 tox	-2	-2	2	2	-6	4
HSF-1 act	-2	17	-14	17	1	6
GSK3 alpha inh	0	6	-3	-4	13	0
Platelet DG rel	-5	0	-1	0	0	-8

31) Cc1ccc(/C(N)=N/OC(=O)/C=C/c2ccccc2)cc1
32) CNC1(c2nnnn2-c2c(C)cccc2C)CCOC(C)(C)C1 (centres undefined)
33) Cc1ccc(S(=O)(=O)N(C)c2ccc(C)c([N+](=O)[O-])c2)cc1
34) Cc1cc2oc(C(=O)Nc3ccc(S(=O)(=O)Nc4nccs4)cc3)cc(=O)c2cc1Cl
35) COc1ccc(S(=O)(=O)NCC2CCCN(C(=O)CCSC)C2)cc1 (centres undefined)
36) CCOC(=O)CSc1nnc(NC(=O)NC(C)C)s1
Assay by compound	31	32	33	34	35	36
HSP90 refold inh	0	-1	3	-1	-7	1
Dyrk1A ADPGlo	-6	-3	-3	5	.	1
aSyn UTR inh	-63	-10	3	11	-10	-2
HSF1 inh	25	-3	30	10	0	-1
GSK3beta inhib	2	0	3	-3	2	1
KLF5 inh	-109	-25	-16	30	-10	-31
IEC-6 tox	8	-10	5	5	-5	-3
HSF-1 act	35	0	70*	12	10	-3
GSK3 alpha inh	1	0	1	-1	1	.
Platelet DG rel	1	4	11	-4	0	0

Arranged by value in HSF-1 act (descending): six of the compounds above.
#	mol	HSF-1 act
33	Cc1ccc(S(=O)(=O)N(C)c2ccc(C)c([N+](=O)[O-])c2)cc1	70*
31	Cc1ccc(/C(N)=N/OC(=O)/C=C/c2ccccc2)cc1	35
34	Cc1cc2oc(C(=O)Nc3ccc(S(=O)(=O)Nc4nccs4)cc3)cc(=O)c2cc1Cl	12
35	COc1ccc(S(=O)(=O)NCC2CCCN(C(=O)CCSC)C2)cc1 (centres undefined)	10
32	CNC1(c2nnnn2-c2c(C)cccc2C)CCOC(C)(C)C1 (centres undefined)	0
36	CCOC(=O)CSc1nnc(NC(=O)NC(C)C)s1	-3

Other results follow:
37) O=[N+]([O-])c1cccc(N=Cc2sc3ccccc3c2O)c1
38) Cc1ccc(N(c2ncnc(N)c2[N+](=O)[O-])C2CCCCC2)cc1
39) COc1ccccc1N1CCN(CC(O)COc2ccc3c(c2)OCO3)CC1 (centres undefined)
40) COC(=O)c1cn(NC(=O)C2CCC(C)CC2)c(=O)c2ccccc12 (centres undefined)
41) Cc1ccc(NC(=O)c2ccc(C(C)(C)C)cc2)cc1-n1cnnn1
42) CCOc1ccc(C(=O)Nc2cccc(C(=O)O)c2C)cc1Cl
Assay by compound	37	38	39	40	41	42
HSP90 refold inh	7	2	1	3	-4	88*
Dyrk1A ADPGlo	.	-2	-6	-1	-1	-8
aSyn UTR inh	-42	11	-7	17	-15	-36
HSF1 inh	28	-9	-11	33	3	-45
GSK3beta inhib	-1	4	5	1	-2	-12
KLF5 inh	-26	10	-10	24	6	39
IEC-6 tox	-4	0	4	6	6	-2
HSF-1 act	32	-3	-4	81*	8	-50
GSK3 alpha inh	-2	0	3	-2	-2	1
Platelet DG rel	18	3	0	1	-4	-5

43) Cc1cccc(NC(=O)CSc2nnc(-c3ccccc3)n2N)c1
44) COc1ccc(COn2c(=O)c(C)[n+]([O-])c3ccccc32)cc1OC
45) CC(=O)N1CCN(C(=O)c2ccc3oc(CCCc4ccccc4)nc3c2)CC1
46) COc1ccc(C(=O)NCC(c2ccco2)N2CCc3ccccc3C2)cc1 (centres undefined)
47) CCN(c1ccccc1)S(=O)(=O)c1c[nH]c2ccc([N+](=O)[O-])cc12
Assay by compound	43	44	45	46	47
HSP90 refold inh	-2	0	1	.	-5
Dyrk1A ADPGlo	-10	1	-4	6	19
aSyn UTR inh	-25	4	-22	0	2
HSF1 inh	15	0	-2	-1	3
GSK3beta inhib	2	0	-4	7	-2
KLF5 inh	-21	-23	-9	.	-30
IEC-6 tox	-5	2	5	.	5
HSF-1 act	31	-4	-4	1	18
GSK3 alpha inh	1	1	1	1	0
Platelet DG rel	-2	3	3	-4	3
